Compound activity from PubChem BioAssay.
CHOP UPR activ = activators of apoptotic arm of unfolded protein response (CHOP). CHO-CHOP luciferase reporter, UPR activation, luminescence; percent of tunicamycin response over DMSO baseline. activation, % at 10 µM. 0.34% of 330,000 active. AID 449763;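 active means at 10 µM dose, activation of 40% or more, normalized to positive control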;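 further: 100% = tunicamycin at 10 µg/mL and 0% = DMSO alone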
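Assay system: CHO cells with stable CHOP pathway luciferase reporter; Buffer or medium: F12 plus 10% serum; Times: 16-18 h cell attachment, then 6 h compound exposure, 37 °C; Signal: luciferase luminescence; Read-out basis: percent activation relative to tunicamycin control; Control set: tunicamycin high control, DMSO low control.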
Jurkat NFkB inh = lowers PMA/ionomycin-induced NF-kB signal in Jurkat cells; PMA/ionomycin-induced NF-kB luciferase reporter, luminescence; inhibition, % at 4 µM; 0.53% of 330,000 active; in the data active means inhibition above about 50%
APJ antag = antagonists of human APJ apelin receptor; P35414; CHO-K1 APJ beta-arrestin complementation, luminescence; inhibition, % at 20 µM; 0.32% of 330,000 active;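 active means inhibition above about 40% at 20 µM, limit read from the data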;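 further: cells challenged with 10 nM apelin-13 agonist together with compound; plate controls were apelin-13 plus DMSO wells for no effect and DMSO wells lacking apelin-13 for full effect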
Target sequence (P35414 whole entry, looked up): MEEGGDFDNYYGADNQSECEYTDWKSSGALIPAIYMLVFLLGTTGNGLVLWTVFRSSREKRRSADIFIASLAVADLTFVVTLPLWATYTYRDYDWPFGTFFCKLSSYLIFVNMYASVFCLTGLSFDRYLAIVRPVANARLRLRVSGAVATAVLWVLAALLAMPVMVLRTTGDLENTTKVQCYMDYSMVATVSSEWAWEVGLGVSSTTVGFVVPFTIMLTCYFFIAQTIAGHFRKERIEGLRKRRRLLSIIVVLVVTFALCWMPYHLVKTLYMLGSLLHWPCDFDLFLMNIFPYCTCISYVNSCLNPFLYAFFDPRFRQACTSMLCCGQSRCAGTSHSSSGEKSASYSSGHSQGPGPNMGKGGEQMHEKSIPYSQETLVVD
697 NFkB inh = lowers PMA/ionomycin-induced NF-kB signal in 697 B cells. 0.33% of 330,000 active. inhibition, % at 4 µM. 697 B-cell NF-kB luciferase reporter, 16 h; in the data active means inhibition above about 35%
APJ ag = APJ receptor agonism. P35414. CHO-K1 APJ PathHunter beta-arrestin, luminescence; 0% DMSO wells, 100% apelin. activation, % at 20 µM. 0.11% of 330,000 active. AID 2520;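 active means activation more than six SD over the plate average, tested at 20 µM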;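 further: 0% = DMSO alone and 100% = apelin-13 at 10 nM; some results filed as inactive read as strong as hits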
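Test system – PathHunter CHO-K1 APJ (AGTRL-1) beta-arrestin reporter cells · Input – 1000 cells/well · Compound – single test compound dose, 20 µM final, 1% DMSO · Times – compound stimulation 90 min at 25 °C, detection 60 min · Technique – beta-gal luminescence · Read-out basis – APJ–arrestin association signal · Control set – negative DMSO alone, positive Apelin-13 at 10 nM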
UPR XBP1 act = activators of adaptive arm of unfolded protein response (XBP1); CHO-XBP1 luciferase reporter, IRE1-XBP1 UPR activation, luminescence; percent of tunicamycin response, DMSO as zero; activation, % at 20 µM; 0.33% of 330,000 active; AID 463104;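 active means versus positive control, 20 µM dose yields 30% or more activation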;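 further: 100% = tunicamycin at 10 µg/mL and 0% = DMSO only wells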
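Material – CHO cell line with stable XBP1 luciferase reporter · Buffer or medium – F12 plus 10% FBS · Compound – single point, 20 µM final compound, 1% DMSO · Schedule – 16-18 h cell attachment at 37 °C, then 6 h compound exposure · Signal – Steady-Glo luminescence read · Benchmarks – high control tunicamycin 10 µg/mL final, low control DMSO vehicle only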
tim23-1 inh = inhibits growth of tim23-1 mutant yeast | AID 463212 | inhibition, % at 20 µM | S. cerevisiae tim23-1 growth, BacTiter-Glo luminescence, 24 h | 1.3% of 330,000 active;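 active means growth inhibition of the mutant yeast at or above 50%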;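 further: temperature-sensitive mutant grown at 25 °C; plate controls were DMSO-treated mutant yeast for no effect and medium wells lacking yeast for full effect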
Mdm2-MdmX inh = disrupts the human Mdm2-MdmX interaction. O15151+Q00987. inhibition, % at 8 µM. 3% of 330,000 active. SaOS-2 split-luciferase Mdm2/MdmX complementation, luminescence;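 active means inhibition of at least 50% at 8 µM in the primary screen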
* hit, by the source's call.

SMILES | CHOP UPR activ | Jurkat NFkB inh | APJ antag | 697 NFkB inh | APJ ag | UPR XBP1 act | tim23-1 inh | Mdm2-MdmX inh
C=C(C)c1cccc(C(C)(C)NC(=O)N2CCN(C/C=C/c3ccccc3)CC2)c1 | -0.2 | 3 | 8 | 19 | -2 | -3 | 3 | 28
Cc1ccc(N2CC(C(=O)N3CCC4(CC3)CC(=O)c3ccccc3O4)CC2=O)cc1 (stereo not given) | 1.4 | 11 | 1 | -3 | -1 | -4 | 1 | 8
CCOC(=O)C1=C(C)NC2=C(C(=O)C(C(=O)OCC)C(c3cccc(OC)c3)C2)C1c1ccccn1 (stereo not given) | -2.7 | -6 | 13 | 6 | 1 | -2 | 11 | 12
CSc1c(SCc2ccccc2)cnn(-c2ccccc2)c1=O | 0.3 | -4 | -8 | -15 | 0 | -1 | 15 | -5
Cc1ccsc1C(=O)OCC(=O)N1CCOCC1 | 1.8 | -4 | 0 | 0 | -2 | -1 | 8 | -24
CCc1cccc(NC(=O)CCC(=O)N2CCSc3ccccc32)c1 | -0.3 | 11 | 9 | 1 | -3 | 0 | 22 | 18
O=[N+]([O-])c1ccc(Oc2ccc(S(=O)(=O)N3CCOCC3)cc2)cc1 | -0.1 | 6 | 3 | 9 | 1 | 4 | 19 | 19
CCOc1ccc(N(CC(=O)N2CCN(c3ccccc3F)CC2)S(=O)(=O)c2c(C)noc2C)cc1 | -0.5 | 9 | 15 | 4 | -1 | -4 | 7 | 10
S=C(NCc1ccco1)N1CCC(c2nc3ccccc3o2)CC1 | 0.0 | 6 | 3 | 2 | -3 | -4 | 10 | 9
CC(NC(=O)c1ccccc1NC(=O)c1ccccc1)C(=O)N1CCOCC1 (stereo not given) | -2.1 | 13 | 12 | 2 | -3 | -1 | 6 | 2
O=C(Nc1ccccc1C(=O)Nc1cccnc1)c1ccccc1 | 1.8 | -1 | 1 | 13 | -2 | -1 | 7 | 5
COc1ccc(-c2csc(NC(=O)C3CC(=O)N(Cc4ccco4)C3)n2)cc1 (stereo not given) | -0.7 | 3 | -18 | -9 | 2 | -1 | 13 | 1
COc1cc(/C=N/NC(=O)CC2(C)OCCCO2)ccc1OCc1ccc(Cl)cc1Cl | 0.8 | -25 | 3 | 4 | -1 | 3 | 34 | 7
O=C(C(=O)N1CCOCC1)c1cn(CC(=O)N2CCc3ccccc3C2)c2ccccc12 | 0.0 | 3 | 4 | 16 | -2 | -2 | 13 | 11
CCOC(=O)COn1c(=O)c(-c2ccc(OC)c(OC)c2)[n+]([O-])c2ccccc21 | 2.7 | -10 | -9 | 1 | -3 | -3 | -29 | 93*
CCC(CC)c1nnc(NC(=O)C2CC(=O)N(CCc3ccc(OC)c(OC)c3)C2)s1 (stereo not given) | -1.5 | 8 | 17 | 6 | -2 | 1 | 0 | 12
O=C(CN1CCN(Cc2ccc3c(c2)OCO3)CC1)Nc1ccc(F)cc1 | 1.0 | -2 | -12 | -39 | 2 | 2 | 10 | 12
O=C(O)CCCCCNC(=O)Cn1nnc2ccccc2c1=O | -0.1 | 3 | -4 | 14 | -2 | 0 | -2 | 7
CCOC(=O)C(C)Sc1nc2ccccc2c(=O)n1CC (stereo not given) | -2.7 | -13 | -4 | -11 | 0 | 0 | 16 | -10
Cc1ccc(-c2noc(C3CCCN(C(=O)c4cccc(Cl)c4)C3)n2)o1 (stereo not given) | 5.2 | -30 | -24 | -47 | 1 | 3 | 9 | -28
C=CCN1C(=O)C(O)(CC(=O)c2ccco2)c2cc(Br)ccc21 (stereo not given) | -1.5 | 9 | 3 | 2 | 0 | -2 | 10 | 59*
O=S(=O)(c1cccc2ccccc12)N1CCCCC1 | -0.8 | -1 | -23 | -24 | -4 | -2 | -11 | 9
CCC(=O)Nc1cccc(NC(=O)c2cccnc2)c1 | 1.5 | -12 | 5 | 0 | -4 | -1 | 13 | 0
CCC(=O)NC(=S)Nc1ccc(-c2nc3ccccc3s2)cc1 | 1.6 | -152 | 5 | -184 | -2 | -5 | 2 | -10
CC1CC1C(=O)N(C)CC(=O)Nc1cccc(F)c1 (stereo not given) | 3.1 | 16 | -1 | -5 | -2 | -2 | 3 | -9
O=C1CN(CC(=O)NC(=O)NCc2ccccc2)CCN1 | 0.6 | 15 | 22 | -17 | 5 | -1 | 14 | -22
CCCN1CCC(CCOc2ccccc2)(C(=O)OCC)CC1 | -0.4 | 13 | 15 | -21 | 0 | 0 | 4 | 3
COc1ccc(-c2noc(CCC(=O)NCCc3cccc(C)c3)n2)cc1 | -2.4 | 0 | 15 | 25 | -4 | -3 | 14 | 8
Cc1nc(N2CCOCC2)nc(OC(C)C)c1[N+](=O)[O-] | -0.7 | 2 | 8 | -2 | -2 | 1 | -4 | -3
O=S(=O)(c1ccccc1)N1CCN=C1SCc1ccc(Cl)c(Cl)c1 | 1.4 | -3 | 11 | 7 | -3 | 3 | 4 | 25
CCOC(=O)CC(=O)c1[nH]c(C)c(C(=O)OCC)c1C | 4.4 | -11 | -22 | -3 | -1 | 5 | 16 | 20
COc1ccc(C(C)=O)cc1CSc1ccc2c(c1)OCCO2 | 2.1 | -23 | 8 | 9 | -2 | -3 | 24 | 28
CCCC(=O)Nc1nc2ccc(OCC)cc2s1 | 1.8 | -113 | -4 | -115 | -2 | 6 | 45 | -89
CCOc1ccc(C(=O)NC(=S)Nc2cccnc2)cc1 | 3.0 | -40 | 11 | 11 | -2 | 0 | 5 | -58
Cc1oc2c(C)c3oc(=O)c(CCC(=O)N4C[C@H]5C[C@@H](C4)c4cccc(=O)n4C5)c(C)c3cc2c1C | 4.3 | -25 | -44 | -27 | 0 | 9 | 23 | 14
O=C(N/N=C/c1ccccc1O)c1cccc(C(F)(F)F)c1 | -2.3 | 42 | -18 | -1 | 4 | 2 | 17 | 69*
O=C(c1cccc2ccccc12)N1CCN(c2ccccc2F)CC1 | 7.7 | 10 | -12 | -5 | 1 | -1 | 30 | -18
COc1ccc(S(=O)(=O)NCc2ccc3c(c2)cc(C)n3C)cc1 | -1.2 | 12 | 1 | -23 | 3 | -2 | 21 | 18
Cc1cc(NC(=O)CSc2nnc(CNc3ccc(F)cc3)n2C2CCCCC2)no1 | -0.7 | -11 | -22 | 0 | -2 | -3 | 6 | 15
CC(=O)Nc1ccc(NC(=O)c2ccc(-n3c(C)ccc3C)cc2)cc1 | -0.9 | 7 | -40 | 3 | -2 | -3 | 23 | -3
COc1ccc(C)c2sc(N(CCCN(C)C)C(=O)c3ccc(S(=O)(=O)N(C)C)cc3)nc12 | -2.2 | -11 | 19 | -1 | 0 | 1 | 10 | -9
Cc1ccc(CCNC(=O)CCNS(=O)(=O)c2ccc3c(c2)oc(=O)n3C)cc1 | -1.1 | -3 | 20 | 19 | -4 | -1 | 0 | -9
CCN(CC)C(=S)NC(=O)Cc1ccccc1 | 0.4 | 10 | 5 | -2 | -1 | -2 | -4 | 0
Cc1occc1C(=O)Nc1cnn(CCCC(=O)O)c1 | 1.9 | 0 | 2 | -8 | -6 | -3 | 14 | 40
Cc1cc(NC(=O)CSc2ccc(-c3ccc(F)cc3)nn2)no1 | -0.2 | -2 | 4 | 6 | 1 | -3 | 7 | -2
C/C(=C\c1ccco1)C1C(C#N)=C(N)OC2=C1C(=O)CC(C)(C)C2 (stereo not given) | -1.4 | 1 | 3 | -18 | 4 | -3 | 14 | 12
Cc1cccc(C)c1-n1c(C)cc(/C=C2\NC(=O)NC2=O)c1C | -1.0 | -3 | 3 | -3 | -5 | -2 | 38 | 13
Cc1ccc(S(=O)(=O)CCC(=O)OCC(=O)NC(=O)c2ccccc2)cc1 | 1.0 | 4 | 24 | 21 | -1 | -2 | -2 | 8
CCn1nc(C(=O)NCCc2ccc3c(c2)OCCO3)c2ccccc2c1=O | -0.7 | -6 | -4 | -1 | -4 | -2 | 16 | 33
CCOc1cc(CNCCO)cc(Br)c1OCc1ccccc1Cl | -1.3 | 38 | -17 | -12 | 0 | 6 | 3 | 68*
Cc1sc(N/N=C/c2cc([N+](=O)[O-])ccc2O)nc1-c1ccccc1 | 0.9 | 10 | 29 | -5 | -6 | -1 | -2 | 27
Clc1cc(Br)ccc1NCc1cccnc1 | 2.7 | -12 | 8 | -9 | -2 | -6 | 13 | 23
O=C(Nc1ccc(Br)cc1Cl)c1ccc(OCC2CCCO2)cc1 (stereo not given) | 2.1 | -28 | 0 | -37 | -3 | 3 | 31 | -54
CCN(CC)S(=O)(=O)c1cccc(C(=O)NC(Cc2c[nH]c3ccccc23)c2nnc3n2CCCCC3)c1 (stereo not given) | -0.1 | 5 | -3 | -2 | -2 | -1 | 11 | 11
CCOc1ccc(N2C(=O)Nc3ccccc3C2(O)C(=O)NCc2ccc(OC)cc2)cc1 (stereo not given) | 0.4 | -7 | -17 | 19 | 0 | -3 | 13 | 13
O=C(NCc1cccnc1)c1ccccc1NS(=O)(=O)c1ccccc1 | -0.9 | 2 | 10 | 9 | -2 | -4 | 5 | 1
O=C(NCCOc1ccccc1F)c1ccc2c(=O)n3c(nc2c1)CCC3 | -0.8 | -95 | 1 | -95 | -2 | -4 | 4 | -27
CCN(CC(=O)NCc1cccs1)C(=O)/C=C/c1cc(OC)c(OC)c(OC)c1 | 1.1 | -9 | -2 | -1 | 0 | -1 | 14 | -7
O=C(O)c1ccc(Cl)c(S(=O)(=O)N(Cc2ccccc2)c2ccccc2Cl)c1 | -0.3 | -21 | 7 | -15 | -6 | -4 | 33 | 7
NS(=O)(=O)c1cccc(NS(=O)(=O)c2cccc(C(F)(F)F)c2)c1 | 1.3 | 2 | 12 | 6 | -6 | 2 | 8 | -7

(cont.)
SMILES | CHOP UPR activ | Jurkat NFkB inh | APJ antag | 697 NFkB inh | APJ ag | UPR XBP1 act | tim23-1 inh | Mdm2-MdmX inh
CCN1CC(CN(C)Cc2nc(-c3ccc(OC)c4ccccc34)oc2C)CC1=O (stereo not given) | 1.7 | -9 | -2 | 3 | -2 | 1 | 12 | 6
Fc1ccc(NC(=S)N/N=C/c2ccc(F)c(F)c2)cc1 | 2.3 | -5 | 13 | -15 | -1 | 2 | -9 | -11
Cc1ccc(C(=O)OCc2cc(=O)n3c(C)csc3n2)s1 | 4.3 | -3 | 17 | 10 | -6 | 3 | 39 | -21
O=C(NC1CCCC1)C(c1ccc(F)cc1)N(Cc1ccc(F)cc1)C(=O)CCl (stereo not given) | 48* | 7 | -6 | -28 | 0 | -1 | 41 | 17

Single entries from the entries so far:
For 697 NFkB inh, CC(NC(=O)c1ccccc1NC(=O)c1ccccc1)C(=O)N1CCOCC1 (stereo not given) has the entry 2
For APJ antag, Cc1cccc(C)c1-n1c(C)cc(/C=C2\NC(=O)NC2=O)c1C has the entry 3
For 697 NFkB inh, Cc1nc(N2CCOCC2)nc(OC(C)C)c1[N+](=O)[O-] has the entry -2
For tim23-1 inh, CCn1nc(C(=O)NCCc2ccc3c(c2)OCCO3)c2ccccc2c1=O has the entry 16
For 697 NFkB inh, O=C(O)CCCCCNC(=O)Cn1nnc2ccccc2c1=O has the entry 14

In a second layout: three of the compounds above.
Screens in order – CHOP UPR activ, Jurkat NFkB inh, APJ antag, 697 NFkB inh, APJ ag, UPR XBP1 act, tim23-1 inh, Mdm2-MdmX inh
> CCN1CC(CN(C)Cc2nc(-c3ccc(OC)c4ccccc34)oc2C)CC1=O (stereo not given)
  1.7, -9, -2, 3, -2, 1, 12, 6
> Fc1ccc(NC(=S)N/N=C/c2ccc(F)c(F)c2)cc1
  2.3, -5, 13, -15, -1, 2, -9, -11
> Cc1ccc(C(=O)OCc2cc(=O)n3c(C)csc3n2)s1
  4.3, -3, 17, 10, -6, 3, 39, -21
